RGS4 inh – human RGS4 inhibition; P49798; Transcreener GDP fluorescence polarization, RGS4-accelerated GTP hydrolysis; Potency, µM (highest dose often 114 µM), inactives show top-dose activity change, negative = inhibition, usual class: inhibitors; 390,000 compounds, 0.039% hits; AID 504845; note: potency is the fitted concentration of half-maximal effect; % is set by controls: 0 for no effect and ±100 for the full control effect; nearly all actives have a fitted effect of over 75% in size; some results filed as inactive show a strong effect at the top dose
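MLSMR compounds (23 nl, pin-transferred) preincubated 10 min at room temperature with a 500nM (2x) first reagent, then RGS4 at 900nM (2x) plus Transcreener GDP mix added; fluorescence polarization (620/688 nm) read before and after 90 min at 30 °C.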
ERG-DNA inh – blocks human ERG Ets domain binding to DNA. P11308. fluorescence polarization, His-ERG Ets domain / labelled DNA. Potency, µM (titrated, usually from 76.9 µM), without a hit: at the highest dose FP activity, negative = inhibition, actives largely listed as inhibitors. 370,000 compounds, 0.028% hits; active = well fitted inhibition curve with a large enough effect in the polarisation, with a control signal flat; inconclusive = small, poorly fitted or top-dose-only effect, or effect the other way, or a change in a side signal; inactive = no such curve, though single readings can be large or run the other way; the % refers to the polarisation;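 note: polarization taken with two DNA probes labelled with fluorescein and Texas red; potency is the fitted concentration of half-maximal effect; % of control where 0% means no effect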
Target sequence (P11308 whole entry, looked up, the tested form may be a part): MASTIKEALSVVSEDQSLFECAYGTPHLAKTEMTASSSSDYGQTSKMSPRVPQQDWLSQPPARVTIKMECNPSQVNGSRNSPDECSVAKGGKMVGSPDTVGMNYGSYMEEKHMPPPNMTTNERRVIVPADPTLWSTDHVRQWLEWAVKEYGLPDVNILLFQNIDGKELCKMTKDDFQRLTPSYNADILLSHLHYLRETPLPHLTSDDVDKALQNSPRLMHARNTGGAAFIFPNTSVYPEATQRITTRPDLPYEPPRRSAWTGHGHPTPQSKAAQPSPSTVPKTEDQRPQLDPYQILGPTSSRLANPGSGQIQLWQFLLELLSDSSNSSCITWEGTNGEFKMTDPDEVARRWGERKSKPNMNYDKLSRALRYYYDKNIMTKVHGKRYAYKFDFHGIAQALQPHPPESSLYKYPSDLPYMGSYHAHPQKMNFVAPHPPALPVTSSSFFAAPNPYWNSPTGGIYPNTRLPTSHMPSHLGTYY
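His-tagged ERG Ets domain (1 uM in the protein solution; 300mM KCl, 50mM Tris-HCl, 1mM EDTA, 1mM DTT, pH 7.5) received compound, then a probe mix of 5 nM fluorescein-DNA and 100nM Texas-615-DNA. Fluorescence polarization was read for both dyes.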
G9a block – blocks human histone lysine methyltransferase G9a; G9a H3K9 monomethylation, AlphaScreen, 2 h; Potency, µM (series often up to 102 µM), for the others: top-dose activity, negative = inhibition, hits mostly inhibitors; Q96KQ7; 350,000 compounds, 8.8% hits; note: potency is the fitted concentration of half-maximal effect; % is set by controls: 0 for no effect and ±100 for the full control effect; nearly all actives have a fitted effect of over 75% in size
Target sequence (Q96KQ7 913-1193 limits assumed): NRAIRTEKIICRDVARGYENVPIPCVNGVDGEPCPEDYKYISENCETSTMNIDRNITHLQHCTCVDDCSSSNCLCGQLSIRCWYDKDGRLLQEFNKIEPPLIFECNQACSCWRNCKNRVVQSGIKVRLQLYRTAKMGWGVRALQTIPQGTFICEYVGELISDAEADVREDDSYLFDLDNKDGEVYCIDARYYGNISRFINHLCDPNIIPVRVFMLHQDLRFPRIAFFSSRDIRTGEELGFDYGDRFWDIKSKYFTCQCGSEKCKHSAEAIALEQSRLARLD
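G9a (20 nM) was preincubated 15 min with compound, then reacted 2 h at room temperature with 500 nM biotin-H3K9 peptide and 20 µM SAM. Monomethyl-H3K9 detected by AlphaScreen using anti-H3K9me1 antibody.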
GLS inh – blocks human kidney-isoform glutaminase activity | O94925 | GLS enzymatic activity, qHTS titration | Potency, µM (top dose mostly 45.5 µM), without a hit: at the highest dose activity change, negative = inhibition, most hits filed as inhibitors | 410,000 compounds, 0.21% hits | AID 624170; note: potency is the fitted concentration of half-maximal effect; % is set by controls: 0 for no effect and ±100 for the full control effect
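Human kidney-isoform GLS in 45 mM KH2PO4 pH 8.2, 0.02% Tween-20, with compound, started with 1mM L-Glutamine (added stock). Glutamate oxidase/HRP/Amplex red coupled fluorescence read at start and after 30 min at RT.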
JMJD2A Tudor – blocks the human JMJD2A Tudor domain | O75164 | AlphaScreen JMJD2A-Tudor / H3K4me3 peptide binding | Potency, µM (titrated, usually from 114 µM), inactives show top-dose activity change, negative = inhibition, most hits filed as inhibitors | 390,000 compounds, 4.4% hits; note: potency is the fitted concentration of half-maximal effect; % is set by controls: 0 for no effect and ±100 for the full control effect; nearly all actives have a fitted effect of over 50% in size
PI4K2A inh – blocks human PI4K2A kinase activity; Q9BTU6; purified PI4K2A, ADP-Glo luminescence, 1 h; hits give low values; activity change, negative = inhibition, % at 76.9 µM; 420,000 compounds, 0.13% hits; AID 1346378; in the data active = activity change below about -50%; inconclusive = mostly about -30% to -49%;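 note: -100% = wells without enzyme as full effect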
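Compounds are screened against recombinant PI4K2A using PI as substrate and ATP, the latter dispensed at 300 microM. Reactions run one hour at ambient temperature before ADP-Glo detection; full inhibition defined by wells lacking enzyme.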
12-LOX inh – ALOX12 (human) lipoxygenase inhibition. 580,000 compounds, 1.1% hits. P18054. purified 12hLO, xylenol orange hydroperoxide absorbance. Potency, µM (series often up to 108 µM), without a hit: at the highest dose activity change, negative = inhibition, usual class: inhibitors. AID 1671190; note: potency is the fitted concentration of half-maximal effect; % is set by controls: 0 for no effect and ±100 for the full control effect
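Purified human 12hLO (150 nM final) in 25 mM Hepes, 0.01% Triton X-100, pH 7.0 was preincubated 15 min at room temperature with compound. Then 40 uM arachidonic acid was added, 30 min. Hydroperoxide was read by Fe-XO absorbance ratio 573/405 nm.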
BAZ2B inh – blocks human BAZ2B | AlphaScreen BAZ2B-H3K14Ac peptide displacement | Potency, µM (titrated, usually from 114 µM), for inactives: at the highest dose activity change, negative = inhibition, most hits filed as inhibitors | 360,000 compounds, 4.4% hits | Q9UIF8; note: potency is the fitted concentration of half-maximal effect; % is set by controls: 0 for no effect and ±100 for the full control effect; nearly all actives have a fitted effect of over 60% in size
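BAZ2B (50 nM) with biotin-H3(5-23)K14Ac peptide (50 nM) in PBS pH 7.4, 0.01% Tween-20, preformed 30 min, then compound 30 min at room temperature; top concentration 110uM. AlphaScreen streptavidin donor/nickel chelate acceptor beads (10 ug/mL final), 20 min dark, signal read.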
HP1b binding inh – inhibitors of HP1-beta chromodomain binding to methylated histone tails; 390,000 compounds, 0.56% hits; Potency, µM (titrated, usually from 114 µM), inactives show top-dose activity change, negative = inhibition, actives largely listed as inhibitors; AlphaScreen HP1-beta / biotin-H3K9me3 peptide binding; AID 540317; P83916; note: potency is the fitted concentration of half-maximal effect; nearly all actives have a fitted effect of over 70% in size; inactives centre near 23
Target sequence (P83916 whole entry, looked up): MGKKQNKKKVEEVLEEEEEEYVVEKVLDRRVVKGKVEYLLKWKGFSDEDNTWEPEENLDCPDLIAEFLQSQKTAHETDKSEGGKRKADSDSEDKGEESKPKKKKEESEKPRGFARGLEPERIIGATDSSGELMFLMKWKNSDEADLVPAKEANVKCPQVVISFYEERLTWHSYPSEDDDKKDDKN
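HP1-beta protein (50 nM final) preincubated 30 min at room temperature with biotinylated H3(1-18)K9me3 peptide (50 nM) in PBS pH 7.4, 0.01% Tween-20, then compound added for 30 min. AlphaScreen streptavidin donor/nickel chelate acceptor beads (10 ug/mL final), 30 min dark, luminescence read.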
Numbers without * were called inactive; u = inconclusive; x = no result given; [ ] = dose if it differs, or a comment. Unless noted, calls come from the whole dose curve; as a rule, active = well fitted curve in the direction sought with a large enough effect; inconclusive = small, poorly fitted or top-dose-only effect, or another doubt; inactive = no such curve, though single readings can be large; an effect the other way counts as inactive or inconclusive. Not all compounds are listed; rates above refer to the full screens.

SMILES	RGS4 inh	ERG-DNA inh	G9a block	GLS inh	JMJD2A Tudor	PI4K2A inh	12-LOX inh	BAZ2B inh	HP1b binding inh
CCOc1cc(CNc2ccc(OC)cc2)cc(Br)c1OCC(=O)NC(C)(C)C	-12%	x	u	-3%	22µM*	0	-19%	18µM*	u
Cc1ccc(C(=O)Oc2cc(N)n(S(=O)(=O)c3ccc(C)cc3)n2)cc1	-10%[11.4 µM]	1%	-33%	14%	-10%	25	-8%	u	33%
N#Cc1c(-c2ccccc2)ccn(Cc2ccccc2Cl)c1=O	8%	-9%	18%	8%	2%	-3	7%	-4%	45%[activator]
Cn1c(=O)c2cc(S(=O)(=O)NC(Cc3ccccc3)C(=O)Nc3ccc(F)cc3)ccc2n(C)c1=O (configuration not stated)	0%	-2%	-18%[59 µM]	-6%	-20%	1	-18%	u	11%
COc1ccc(NS(=O)(=O)c2cc(OC)ccc2NC(=O)c2cc(C)oc2C)cc1	-39%	1%	79µM*	8%	u	1	35µM*	-6%	-16%
O=C(Nc1ccc(Cl)cc1)Nc1nnc(Cc2ccc([N+](=O)[O-])cc2)s1	-5%	-1%	-2%[59 µM]	-4%	3%	4	1%	-1%	41%[activator]
COc1ccc(NS(=O)(=O)c2cccc(C(=O)NCc3ccccc3CN3CCOCC3)c2)cc1	-29%	9%	x	1%	-26%	-4	51%[activator]	x	40%[activator]
CCn1ncc(Br)c1C(=O)Nc1cccc(C(C)=O)c1	-12%[56.9 µM]	u	2%	-2%	-1%	-2	u	6%	79%[activator]
CCN1C(=O)[C@H]2[C@H]3CN=C(SCc4ccc(C)cc4)N3[C@@](CC)(C(=O)OC)[C@H]2C1=O	3%	-3%	x	7%	-20%	1	-72%	x	30%
O=C(CN1C(=O)/C(=C/c2cccc(Cl)c2)SC1=S)NC1C=CS(=O)(=O)C1 (configuration not stated)	-10%	76%[activator]	-8%	-2%	-19%	-13	u	-27%	2%
COc1cccc(CNC(=O)c2ccc3nc[nH]c3c2)c1	5%	1%	-4%[59 µM]	0%	-6%	9	-13%	-3%	20%
Cc1cc2oc3cc(NCCC4CCCN4C)ccc3c(=O)c2cc1C (configuration not stated)	-10%	-1%	x	3%	14%	5	-4%	x	33%

2 compounds drawn at random from those above:
SMILES	RGS4 inh	ERG-DNA inh	G9a block	GLS inh	JMJD2A Tudor	PI4K2A inh	12-LOX inh	BAZ2B inh	HP1b binding inh
CCN1C(=O)[C@H]2[C@H]3CN=C(SCc4ccc(C)cc4)N3[C@@](CC)(C(=O)OC)[C@H]2C1=O	3%	-3%	x	7%	-20%	1	-72%	x	30%
N#Cc1c(-c2ccccc2)ccn(Cc2ccccc2Cl)c1=O	8%	-9%	18%	8%	2%	-3	7%	-4%	45%[activator]

Returning to the listing with the 2 entries that preceded the break.
SMILES	RGS4 inh	ERG-DNA inh	G9a block	GLS inh	JMJD2A Tudor	PI4K2A inh	12-LOX inh	BAZ2B inh	HP1b binding inh
COc1cccc(CNC(=O)c2ccc3nc[nH]c3c2)c1	5%	1%	-4%[59 µM]	0%	-6%	9	-13%	-3%	20%
Cc1cc2oc3cc(NCCC4CCCN4C)ccc3c(=O)c2cc1C (configuration not stated)	-10%	-1%	x	3%	14%	5	-4%	x	33%
COc1ccc(/C=N/NC(=O)CCc2n[nH]c(=O)[nH]c2=O)cc1OC	3%	1%	22%	11%	-22%	-2	u	10%	u
CCCNC(=O)CSc1ccc(S(=O)(=O)N2CCCC2)cn1	-34%	-6%	-6%[2.33 µM]	-6%	1%	7	u	5%	38%
Cc1cc(Cl)nc(-n2nc(C)cc2C)n1	-4%	4%	u	-3%	-16%	-3	u	5%	1%
O=C(Cn1c(=O)cnc2ccccc21)NNC(=O)c1ccccc1Cl	-4%	-2%	5%[12.7 µM]	12%	12%	9	0%	-12%	45%[activator]
CCCOC(=O)COC(=O)c1ccccc1NC(=O)c1ccccc1	-2%	8%	51%[activator][59 µM]	-8%	31%	4	0%	92%[activator]	82%[activator]
CC(C)(O)[C@H](O)COc1c2ccoc2cc2oc(=O)ccc12	19%	-11%	6%	-6%	-19%	4	2%	1%	9%
O=C1CNC(=O)N1Cc1ccc(Br)cc1	-8%	2%	3%[12.7 µM]	-3%	5%	2	x	-3%	45%
COC(=O)C1OC(OC2CC[C@]3(C)C(CC[C@@]4(C)[C@@H]3CC=C3[C@@H]5CC(C)(C)CC[C@]5(C(=O)OC5OC(CO)C(O)C(O)C5O)CC[C@]34C)C2(C)C)C(O)C(O)C1O[C@H]1OCC(O)C(O)C1O (some centres not stated)	-18%	11%	x	-7%	-18%	-6	x	x	48%[activator]
CCCNC(=O)C1CCCN(S(=O)(=O)c2ccc3c(c2)CC(C)N3C(=O)C2CC2)C1 (configuration not stated)	6%	4%	-8%	4%	-6%	0	-8%	-7%	57%[activator]
O=C(NCc1ccco1)/C(=C/c1ccc(Br)cc1)NC(=O)c1ccco1	-32%	2%	13%	4%	-3%	1	-24%	-20%	32%
COc1ccc2nccnc2c1[N+](=O)[O-]	14%	-2%	x	-7%	-5%	3	-7%	2%	12%
CCN(CC)S(=O)(=O)c1cccc(C(=O)Nc2ccc3c(c2)OCO3)c1	-9%	22%	1%	-8%	-14%	-2	-8%	-39%	35%
COc1ccc(NC(=O)CCn2nnc(-c3ccc(C)cc3)n2)cc1OC	-3%	-3%	2%[59 µM]	3%	-20%	-9	-7%	-4%	23%
O=C(/C=C\Nc1ccc(Br)cc1)c1cccnc1	-29%	-15%	23%[59 µM]	-5%	-10%	5	-8%	10%	31%
CC(=O)Nc1ccc(/C=C(\C#N)S(=O)(=O)c2ccc(C)cc2)cc1	11%	-6%	x	-7%	-18%	4	-26%	x	-4%[57 µM]
O=C1c2ccccc2C(=O)N1CCc1csc(-c2ccccc2)n1	14%	8%	10%[59 µM]	9%	25%	3	-2%	48%[activator]	61%[activator]
COc1ccccc1CCNC(=O)Cn1ccc2cc(S(=O)(=O)N3CCC(C)CC3)ccc21	-15%	-1%	6%	3%	-10%	-3	-22%	-12%	29%
CCOc1ccc(C(=O)NCCC(=O)N2CCC3(CC2)NCCc2[nH]cnc23)cc1OCC	9%[11.4 µM]	-1%	-21%	0%	-21%	-6	15%	-9%	49%[activator]
COc1cc(OC)cc(OCC(O)Cn2cnc(-c3ccccc3)c2)c1 (configuration not stated)	16%	x	u	2%	-30%	-1	-16%	u	-6%
CS(=O)(=O)N1CCC(Oc2ccccc2C(=O)N2CCNC(=O)C2)CC1	7%	10%	-14%	2%	-7%	8	-3%	-19%	43%[activator]
CC(=O)C(Cc1ccccc1)NC(=O)COC(=O)c1ccc(-n2cnnn2)cc1 (configuration not stated)	-8%	7%	x	2%	-20%	2	17%	x	8%
COC(=O)c1ccccc1N1C(=O)C2C(C1=O)C1C=CC2C12CC2 (configuration not stated)	18%	-2%	55%[activator][12.7 µM]	0%	-4%	3	-15%	1%	20%
CCOc1ccc(C2C(C#N)=C(N)Oc3cc(C)n(CCN(C)C)c(=O)c32)cc1OCC (configuration not stated)	8%	-12%	2%[12.7 µM]	31%[activator]	-2%	-1	-12%	9%	2%
CC1(C)Cc2c(cnn2-c2ccccc2)C(NC(=O)CCCN2CCCCC2=O)C1 (configuration not stated)	35%	2%	x	-3%	-11%	2	5%	-3%	12%

Given with two lines to a compound: entries from further up.
Every second line gives: RGS4 inh | ERG-DNA inh | G9a block | GLS inh | JMJD2A Tudor | PI4K2A inh | 12-LOX inh | BAZ2B inh | HP1b binding inh
- COc1ccc(NC(=O)CCn2nnc(-c3ccc(C)cc3)n2)cc1OC
    -3% | -3% | 2%[59 µM] | 3% | -20% | -9 | -7% | -4% | 23%
- O=C(/C=C\Nc1ccc(Br)cc1)c1cccnc1
    -29% | -15% | 23%[59 µM] | -5% | -10% | 5 | -8% | 10% | 31%

(continued)
SMILES	RGS4 inh	ERG-DNA inh	G9a block	GLS inh	JMJD2A Tudor	PI4K2A inh	12-LOX inh	BAZ2B inh	HP1b binding inh
COc1ccc(C(=O)N[C@H](C(=O)N2CCN(c3ccccc3F)CC2)C(C)C)cc1	5%	u	15%	2%	-7%	0	5%	-6%	26%
CCN(CC)CCOc1ccccc1C(C)=O	16%	5%	11µM*	8%	18µM*	2	u	50µM*	u
CC1CCN(C(=O)Cn2c3ccc(F)cc3c3nc4n(c(=O)c32)CCCS4)CC1	-5%	4%	u	-9%	1%	4	0%	0%	29%
Cc1ccc(C(=O)N2CC(=O)Nc3ccc(F)cc3C2c2ccccc2)cc1[N+](=O)[O-] (configuration not stated)	-7%	9%	1%[59 µM]	12%	-16%	-5	-7%	-21%	-18%

Ordered by the number under HP1b binding inh (rising): 3 of the compounds above
structure,HP1b binding inh
Cc1ccc(C(=O)N2CC(=O)Nc3ccc(F)cc3C2c2ccccc2)cc1[N+](=O)[O-] (configuration not stated),-18%
COc1ccc(C(=O)N[C@H](C(=O)N2CCN(c3ccccc3F)CC2)C(C)C)cc1,26%
CC1CCN(C(=O)Cn2c3ccc(F)cc3c3nc4n(c(=O)c32)CCCS4)CC1,29%
